Screening results (PubChem BioAssay)
POLH inh = blocks human DNA polymerase eta activity; 390,000 tested, 1.2% active; Potency, µM (doses to about 114 µM), for inactives: top-dose activity change, negative = inhibition, hits mostly inhibitors; Q9Y253; recombinant Pol eta, fluorescent DNA replication assay; further: potency means the concentration at half of the fitted maximal effect; on the % scale 0 is the no-effect control and ±100 the full control effect
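Pol eta at 10 nM preincubated with compounds 15 min at room temperature; reaction started with fluorescent substrate (50 nM final) and read kinetically at 0 and 10 min.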
Anesthetic bind = binds horse apoferritin like a general anesthetic; apoferritin/1-aminoanthracene competitive binding, fluorescence; Potency, µM (titrated, usually from 77.5 µM), for the others: at the highest dose activity change, negative = displacement, most hits filed as inhibitors; P02791; 350,000 tested, 0.074% active; further: potency means the concentration at half of the fitted maximal effect; on the % scale 0 is the no-effect control and ±100 the full control effect; nearly all actives have a fitted effect of over 20% in size
Target sequence (P02791 2-175 limits assumed): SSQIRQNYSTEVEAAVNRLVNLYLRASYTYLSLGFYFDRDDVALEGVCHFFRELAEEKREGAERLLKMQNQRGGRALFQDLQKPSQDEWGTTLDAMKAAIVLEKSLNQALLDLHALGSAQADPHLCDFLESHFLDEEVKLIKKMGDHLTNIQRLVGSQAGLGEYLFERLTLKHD
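Probe: 1-aminoanthracene (50% saturated, PBS). Protein: horse-spleen apoferritin, 10 uM. Incubation: 10 min, room temperature. Detection: 380 nm excitation, 535 nm emission. Analysis: normalized response, four-parameter Hill.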
APEX1 inh = blocks human APE1 abasic DNA cleavage. 350,000 tested, 0.35% active. Potency, µM (titrated, usually from 65.8 µM), for the others: at the top dose activity change, negative = inhibition, hits mostly inhibitors. recombinant APE1, TAMRA/BHQ-2 abasic DNA cleavage fluorescence;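 further: potency means the concentration at half of the fitted maximal effect; plate controls were vehicle for no effect and reference inhibitor for full effect; nearly all actives have a fitted effect of over 55% in size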
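Incision of a quenched TAMRA/BHQ-2 THF abasic-site duplex (50 nM) by 0.75 nM APE1, after 15 min compound preincubation, measured as fluorescence increase over three 60 s reads. Values normalized to buffer, DMSO and NSC13755 control wells.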
RGS4 inhibitor = inhibitors of human regulator of G protein signaling 4; P49798; Transcreener GDP fluorescence polarization, RGS4-accelerated GTP hydrolysis; Potency, µM (doses to about 114 µM), without a hit: at the highest dose activity change, negative = inhibition, actives largely listed as inhibitors; 390,000 tested, 0.039% active; AID 504845; further: potency means the concentration at half of the fitted maximal effect; on the % scale 0 is the no-effect control and ±100 the full control effect; nearly all actives have a fitted effect of over 75% in size; some results filed as inactive show a strong effect at the top dose
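MLSMR compounds (23 nl, pin-transferred) preincubated 10 min at room temperature with a 500nM (2x) first reagent, then RGS4 at 900nM (2x) plus Transcreener GDP mix added; fluorescence polarization (620/688 nm) read before and after 90 min at 30 °C.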
Pol beta inh = blocks human DNA polymerase beta activity | Potency, µM (top dose mostly 114 µM), inactives show at the top dose activity change, negative = inhibition, actives largely listed as inhibitors | P06746 | Pol beta primer extension/strand displacement, fluorescence kinetic | 340,000 tested, 1.3% active; further: potency means the concentration at half of the fitted maximal effect; on the % scale 0 is the no-effect control and ±100 the full control effect
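Pol beta (10 nM) was preincubated with compound for 15 min at room temperature. The reaction was then started with 50 nM substrate and read immediately and after a further 10 min at room temperature.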
ERG Ets-DNA blk = ERG Ets/DNA interaction inhibition | P11308 | Potency, µM (highest dose often 76.9 µM), without a hit: top-dose FP activity, negative = inhibition, hits mostly inhibitors | fluorescence polarization, His-ERG Ets domain / labelled DNA | 370,000 tested, 0.028% active; active means well fitted inhibition curve with a large enough effect in the polarisation, with a control signal flat; inconclusive means small, poorly fitted or top-dose-only effect, or effect the other way, or a change in a side signal; inactive means no such curve, though single readings can be large or run the other way; the % refers to the polarisation;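 further: polarization taken with two DNA probes labelled with fluorescein and Texas red; potency means the concentration at half of the fitted maximal effect; % of control where 0% means no effect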
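His-tagged ERG Ets domain (1 uM in the protein solution; 300mM KCl, 50mM Tris-HCl, 1mM EDTA, 1mM DTT, pH 7.5) received compound, then a probe mix of 5 nM fluorescein-DNA and 100nM Texas-615-DNA. Fluorescence polarization was read for both dyes.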
Pol kappa inh = DNA polymerase kappa (human) inhibition | purified Pol kappa, fluorescent DNA synthesis assay, 10 min | 400,000 tested, 0.53% active | Q9UBT6 | Potency, µM (series often up to 107 µM), inactives show at the top dose activity, negative = inhibition, most hits filed as inhibitors | AID 588579; further: potency means the concentration at half of the fitted maximal effect; on the % scale 0 is the no-effect control and ±100 the full control effect
Target sequence (Q9UBT6 whole entry, looked up): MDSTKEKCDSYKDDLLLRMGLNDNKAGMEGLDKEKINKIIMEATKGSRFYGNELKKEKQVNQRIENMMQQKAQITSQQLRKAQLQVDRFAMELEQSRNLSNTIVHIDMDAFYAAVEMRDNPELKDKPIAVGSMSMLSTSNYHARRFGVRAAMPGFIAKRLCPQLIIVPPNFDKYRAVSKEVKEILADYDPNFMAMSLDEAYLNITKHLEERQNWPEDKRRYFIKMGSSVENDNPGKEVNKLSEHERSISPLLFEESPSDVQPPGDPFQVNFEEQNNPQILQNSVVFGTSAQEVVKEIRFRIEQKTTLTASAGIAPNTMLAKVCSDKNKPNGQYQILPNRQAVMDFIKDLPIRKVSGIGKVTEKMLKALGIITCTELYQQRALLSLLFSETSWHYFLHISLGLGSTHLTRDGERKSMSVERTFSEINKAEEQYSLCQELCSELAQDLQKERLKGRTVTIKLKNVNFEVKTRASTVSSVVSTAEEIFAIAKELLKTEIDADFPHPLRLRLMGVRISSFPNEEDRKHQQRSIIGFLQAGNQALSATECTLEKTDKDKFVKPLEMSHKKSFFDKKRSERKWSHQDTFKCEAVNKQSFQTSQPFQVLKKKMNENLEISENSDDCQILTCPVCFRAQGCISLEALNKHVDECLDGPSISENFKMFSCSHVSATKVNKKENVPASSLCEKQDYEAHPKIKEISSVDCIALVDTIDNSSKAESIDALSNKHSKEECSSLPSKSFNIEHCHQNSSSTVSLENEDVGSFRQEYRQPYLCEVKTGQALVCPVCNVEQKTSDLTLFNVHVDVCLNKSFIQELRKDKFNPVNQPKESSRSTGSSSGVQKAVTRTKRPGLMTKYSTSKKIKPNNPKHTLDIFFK
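Fluorescent qHTS in 1536-well format: enzyme (10 nM) and compound sat 15 min at room temperature before 50 nM substrate (final) was added. Signal taken at 0 and 10 min; no-enzyme buffer wells were negative controls.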
12-LOX inh = ALOX12 (human) lipoxygenase inhibition; P18054; purified 12hLO, xylenol orange hydroperoxide absorbance; Potency, µM (top dose mostly 108 µM), for the others: at the top dose activity change, negative = inhibition, most hits filed as inhibitors; 580,000 tested, 1.1% active; AID 1671190; further: potency means the concentration at half of the fitted maximal effect; on the % scale 0 is the no-effect control and ±100 the full control effect
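Purified human 12hLO (150 nM final) in 25 mM Hepes, 0.01% Triton X-100, pH 7.0 was preincubated 15 min at room temperature with compound. Then 40 uM arachidonic acid was added, 30 min. Hydroperoxide was read by Fe-XO absorbance ratio 573/405 nm.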
LDHA block = blocks human lactate dehydrogenase A; activity change, % (values are at about 110 or 230 µM); purified LDHA, NADH/diaphorase-resazurin fluorescence; hits give low values; P00338; 480,000 tested, 0.15% active; AID 1347041; in the data active means activity change below about -30%; inconclusive means mostly about -25% to -30%;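 further: plate controls were DMSO wells for no effect and wells without enzyme for full effect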
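Resorufin fluorescence (ex540/em590), read at 0 and 20 min after diaphorase/resazurin addition, reports the NADH left after a 5 min room-temperature reaction of 2 nM human LDH5 with 0.06 mM NADH and 0.2 mM pyruvate.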
An asterisk follows results filed as active; ? = inconclusive; . = not tested or not shown; & = joins results of further samples; [ ] = dose if it differs, or a comment. Unless noted, the call rests on the fitted dose curve; in most records, active means well fitted curve in the direction sought with a large enough effect; inconclusive means small, poorly fitted or top-dose-only effect, or another doubt; inactive means no such curve, though single readings can be large; an effect the other way counts as inactive or inconclusive.

Each structure is followed by: POLH inh	Anesthetic bind	APEX1 inh	RGS4 inhibitor	Pol beta inh	ERG Ets-DNA blk	Pol kappa inh	12-LOX inh	LDHA block
1	CCNC(=O)C12CCC(C)(C(=O)C1Br)C2(C)C (centres undefined)
 : -10%	1%	-2%	14%	6%	-8%	-15%	-18%	-1
2	COc1ccnc(Oc2ccccc2)c1-c1ncn[nH]1
 : -3%	-3%	24%	-5%	-2%	-20%	-2%	1%	-5
3	Cc1cc(NC(=O)c2ccc(S(=O)(=O)N(C)CC3CCCO3)cc2)no1 (centres undefined)
 : -2%	-8%	?	7%	-18%	-4%	-12%	0%	-4
4	COC(=O)c1cc(-c2ccc(S(=O)(=O)N3CCCCC3)cc2)c(C(F)(F)F)s1
 : -8%	-16%	2%	-21%	-1%	-9%	10%	431%[activator]	2
5	Cc1nc(NC(=O)CN2CCN(c3cccc(Cl)c3)CC2)sc1C(=O)N(C)C
 : 4%	-6%	-4%	9%	-1%	-5%	-13%	?	-3
6	Cc1sc2ncnc(SCC(=O)N3CCOCC3)c2c1C
 : -3%	.	9%	18%	.	0%	-18%	-3%	-6
7	Cc1cn(C2OC(COC(=O)c3ccccc3)C(O)C2Cl)c(=O)[nH]c1=O (centres undefined)
 : -17%	-8%	12%	-8%	29%	-7%	-2%	-22%	-1
8	COCCNC(=S)N1CCC(C(=O)c2ccc3c(c2)OCCO3)CC1
 : -16%	-7%	-4%	-5%	1%	-4%	10%	-16%	-5
9	Cc1nnc(SCC(=O)Nc2cccc(C(F)(F)F)c2)[nH]c1=O
 : -22%	-5%	6%	-4%	65%	-1%	-5%	74%[activator]	-3
10	COc1ccc(Br)cc1C1NC(=O)NC(C)=C1C(=O)N(C)C (centres undefined)
 : -2%	-9%	0%	-6%	21%	-4%	3%	-15%	0
11	CN1CCN(c2ccc(NC(=O)c3ccc(Cl)cc3Cl)cc2)CC1
 : -15%	-1%	33%	1%	10%	1%	1%	-25%	-9
12	CCOc1ccc(C2/C(=C(/O)c3ccc4c(c3)CC(C)O4)C(=O)C(=O)N2CC2CCCO2)cc1 (centres undefined)
 : -14%	-7%	15%	9%	4%	0%	-5%	-6%	-5
13	COC(=O)C1=C(C)N2C(=O)CSC2=NC1c1ccc2c(c1)OCO2 (centres undefined)
 : -8%	?	10%	10%	11%	52%[activator]	-8%	.	-2
14	O=C(Nc1ccccc1NC(=O)c1c(F)cccc1F)c1c(F)cccc1F
 : ?	-9%	35%	-10%	15%	?	-7%	1%	-12
15	COc1ccc(C2c3c(oc4ccc(C)cc4c3=O)C(=O)N2CCCN2CCOCC2)cc1OC (centres undefined)
 : -14%	0%	.	-6%	-26%	0%	-1%[60.1 µM]	?	3
16	Fc1ccccc1-c1ccc(/C=N/Nc2nc3ccccc3[nH]2)o1
 : -23%	-6%	-11%	-12%	2%	2%	-6%	-22%	-1
17	N#C/C(=C/c1ccc([N+](=O)[O-])cc1)C(=O)Nc1ccccc1O
 : 2%	-22%	1%	-22%	4%	9%	-16%	?	6
18	Cc1ccc(NC(=O)Cn2c([N+](=O)[O-])cnc2C)cc1
 : 1%	-1%	6%	5%	-16%	7%	-1%	5%	-5
19	Cc1cccc(-n2ncc(C(=O)N3CCC(C)CC3)c2C2CCN(C(=O)OC(C)(C)C)CC2)c1
 : 14%	2%	.	-5%	18%	-8%	-4%	?	-4
20	Nc1nc(-c2ccc(Cl)cc2)c(S(=O)(=O)c2ccccc2)s1
 : -11%	-15%	-5%	25%	0%	3%	-9%[60.1 µM]	-23%	-3
21	COc1cc(C)nc(Oc2ccc(OCc3ccccc3)nn2)n1
 : -12%	-10%	4%	13%	14%	1%	-8%	13%	-6
22	O=C(NCCN1CCOCC1)c1c(O)nc2ccccn2c1=O
 : -7%	7%	6%	-38%	14%	3%	0%	-6%	4
23	COc1ccc(S(=O)(=O)N2CCN(C(=O)c3cc(-c4ccc(Br)cc4)n[nH]3)CC2)cc1OC
 : -19%&-16%	3%&-8%	25%	-3%[11.4 µM]	10%&11%	1%&1%	-16%&-18%	32%&-10%[activator]	-5&-3
24	COC(=O)C1=C(C)NC(C)=C(C(=O)OC)C1/C=C/c1ccccc1
 : -19%	-10%	-4%	-1%	?	-18%	-7%	-19%	1
25	Cc1nc(-c2cc(C#N)c(Sc3ccc(Cl)cc3Cl)nc2C)cs1
 : -21%	37%[activator]	5%	1%	-4%	3%	-3%	67%[activator]	1
26	NC(=O)C1CCN(C(=O)c2cccc(S(=O)(=O)N3CCCC3)c2)CC1
 : -14%	.	36%[activator]	-39%	.	-9%	0%	8%	1
27	COc1ccc(CCNC(=O)COc2ccc(S(=O)(=O)NC(C)C)cc2Cl)cc1OC
 : -8%	6%	-11%	-11%	-12%	10%	0%	7%	16
28	Cc1ccc2[nH]c(=O)c(COC(=O)C3CCCO3)cc2c1 (centres undefined)
 : -10%	-8%	4%	22%	9%	-1%	-2%	?	-2
29	CCN(CC)C(=O)CSc1nnc(-c2cc(OC)cc(OC)c2)o1
 : -6%	-8%	7%	4%	?	6%	-10%	-12%	-5
30	CC(=O)CC1(O)C(=O)N(CN2CCN(c3ccccc3)CC2)c2ccccc21 (centres undefined)
 : 9%	-6%	14%	3%	4%	.	-5%	6%	-1
31	COC(=O)C1=C[C@@H](C(=O)OC)[C@@H]2C3=C(C(=O)[C@@]2(CC(C)C)NC(=O)c2ccccc2)[C@H](C)n2c(=O)n(-c4ccccc4)c(=O)n2[C@@H]3C1
 : .	-18%	-9%	4%	.	.	-4%	.	.
32	O=C1c2ccccc2C(=O)c2c1ccc1c(=O)n(-c3ccccc3)[nH]c21
 : -8%	-12%	1%	-12%	12%	0%	-11%	-10%	5
33	CCN(C(=O)COC(=O)/C=C/c1c(C)nn(Cc2ccc(C)cc2)c1C)C1CCS(=O)(=O)C1 (centres undefined)
 : -19%	-14%	0%	7%	-19%	-8%	-11%	?	-6
34	Cn1c(=O)n(-c2ccc(F)c(Cl)c2)c(=O)c2sc3ccccc3c21
 : -5%	2%	.	8%	2%	-2%	-17%	-1%	-11
35	Cc1ccc(NC(=O)c2sc3nc4n(c(=O)c3c2C)CCCCC4)c(Br)c1
 : 7%	3%	.	14%	23%	1%	1%	11%	-2
36	COc1cccc(-c2nc(NCC3CCCO3)c3ccccc3n2)c1O (centres undefined)
 : ?	-10%	-8%	-27%	-24%	8%	-20%	-13%	10
37	CCN(c1ccc(OC)cc1)S(=O)(=O)c1ccc2[nH]c(=O)ccc2c1
 : 4%	-14%	.	5%	-1%	12%	1%	-15%	-2
38	COCCCNC(=O)/C=C1\Sc2ccccc2N(Cc2ccccc2F)C1=O
 : -17%	-3%	-2%	-15%[11.4 µM]	-28%	-5%	1%	18%	-6
39	Cc1ccc(NC(=O)C(C)NS(=O)(=O)c2ccc(F)cc2)cc1C (centres undefined)
 : -2%	-8%	5%	0%	72%	3%	-14%	7%	-9
40	COc1cccc(C2=NNC(=NCc3ccccc3)SC2)c1
 : -18%	-17%	16%	-28%	26%	12%	3%	-16%	-1
41	C/C(=N\NC(=S)Nc1ccccc1C)c1ccc(O)cc1
 : -10%	?	1%	10%	26%	-2%	-2%	.	-6
42	O=C(CCCSc1nc2ccccc2[nH]1)NC1=NCCS1
 : -3%	-12%	-2%	14%	5%	0%	-10%	?	-5
43	C/C(N)=C(/C#N)C(=O)CSc1nc2ccccc2c(=O)n1CCCO
 : -16%	-9%	?	-1%	3%	-2%	-10%	-5%	-13
44	CCc1ccc(NC(=O)c2ccc3c(O)c(S(=O)(=O)c4ccccc4)c(=O)[nH]c3c2)cc1
 : 12%	-6%	.	-9%	8%	-2%	-3%	-19%	-3
45	COc1ccc(C(C)=O)cc1CSc1nnc(Nc2ccc(C)cc2C)s1
 : -12%	?	-6%	11%	-27%	13%	-13%	-11%	-6
46	COC(=O)c1cc(C#N)c(N2CCOCC2)nc1C
 : -5%	-7%	-4%	4%	-16%	-5%	-16%	8%	-2
47	Cc1cc(C)nc(NS(=O)(=O)c2ccc(NC(=O)Cc3ccc(F)cc3)cc2)n1
 : -6%	39%[activator]	36%	45%	-10%	-1%	-15%	26%	?
48	Cc1cc(C)c2nc(SCC(=O)NCCC3=CCCCC3)cc(C)c2c1
 : 6%	-2%	-5%	-25%	-1%	6%	-4%	16µM*	-5
49	CC(=O)N(O)CCCCCNC(=O)CCC(=O)N(O)CCCCCNC(=O)CCC(=O)N(O)CCCCCN
 : -14%&-6%	-15%	7%	-9%&-24%	-15%	-1%&6%	-7%	?	-1&-5

Whole records, looked up by structure. Order of values: POLH inh	Anesthetic bind	APEX1 inh	RGS4 inhibitor	Pol beta inh	ERG Ets-DNA blk	Pol kappa inh	12-LOX inh	LDHA block
CCc1ccc(NC(=O)c2ccc3c(O)c(S(=O)(=O)c4ccccc4)c(=O)[nH]c3c2)cc1 across the screens: 12%	-6%	.	-9%	8%	-2%	-3%	-19%	-3
C/C(N)=C(/C#N)C(=O)CSc1nc2ccccc2c(=O)n1CCCO across the screens: -16%	-9%	?	-1%	3%	-2%	-10%	-5%	-13

This is a subset (hit frequency here may not be typical).
